# RAD54 inh: inhibitors of human RAD54 branch migration, primary screen, biochemical, fluorescence, single point; inhibition, % at 10.4 µM; 0.14% of 360,000 active; RAD54 Holliday junction branch migration, FAM/BHQ fluorescence; DNA repair and recombination protein RAD54-like (Homo sapiens), Q92698;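 active means mean normalized replicate activity at least 40 and at least half of replicates scoring 40 or more; inconclusive means only one of the two criteria met; inactive means mean below 40 and under half of replicates reaching 40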;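 further: 0% = median of neutral control wells and 100% = median of positive control wells; inhibitors cause a drop in the FAM fluorescence signal; in these data hits start at about 50%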
# miR122 inh: miR-122 Renilla sensor signal increase in Huh7, primary screen, miR-122 inhibitor project, cell-based, single point, plate reader. Huh7 miR-122 Renilla luciferase sensor, 48 h; neutral wells = 0, positive control = 100. 0.3% of 340,000 active. activation (reporter increase), % at 12.5 µM;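 active means mean replicate activation score at least 90 and every replicate individually at or above 90; inconclusive means only one of the two criteria met; inactive means neither criterion met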;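 further: higher luciferase means less miR-122 activity so hits act as miR-122 inhibitors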
# PGC1a acetyl inh: inhibitors of PGC1a acetylation signal, primary screen, cell-based, U2OS, AlphaScreen, inhibitor mode; 0.17% of 350,000 active; AID 651687, 2012; AlphaScreen anti-acetyl-lysine; with virally co-expressed GCN5 acetyltransferase; inhibition, % at 15.6 µM;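 active means every replicate shows inhibition of at least 40%; inconclusive means mean inhibition at least 40% but some replicate below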;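 further: 0% = neutral control wells and 100% = positive control wells; some results beyond the cut were filed as inactive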
# ERAP1 HTS inh: human ERAP1 aminopeptidase inhibitors, primary screen, biochemical, single point, plate reader. Endoplasmic reticulum aminopeptidase 1 (Homo sapiens), Q9NZ08. recombinant ERAP1, Leu-AMC fluorescence, 60 min. inhibition, % at 10.7 µM. 0.15% of 340,000 active;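 active means mean replicate inhibition of at least 30%, or all replicates individually reaching that 30% level; inactive means mean below 30% and not every replicate reaching it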;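 further: 0% = neutral control wells and 100% = L-leucinethiol positive control wells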
# Target sequence (Q9NZ08 whole entry, looked up): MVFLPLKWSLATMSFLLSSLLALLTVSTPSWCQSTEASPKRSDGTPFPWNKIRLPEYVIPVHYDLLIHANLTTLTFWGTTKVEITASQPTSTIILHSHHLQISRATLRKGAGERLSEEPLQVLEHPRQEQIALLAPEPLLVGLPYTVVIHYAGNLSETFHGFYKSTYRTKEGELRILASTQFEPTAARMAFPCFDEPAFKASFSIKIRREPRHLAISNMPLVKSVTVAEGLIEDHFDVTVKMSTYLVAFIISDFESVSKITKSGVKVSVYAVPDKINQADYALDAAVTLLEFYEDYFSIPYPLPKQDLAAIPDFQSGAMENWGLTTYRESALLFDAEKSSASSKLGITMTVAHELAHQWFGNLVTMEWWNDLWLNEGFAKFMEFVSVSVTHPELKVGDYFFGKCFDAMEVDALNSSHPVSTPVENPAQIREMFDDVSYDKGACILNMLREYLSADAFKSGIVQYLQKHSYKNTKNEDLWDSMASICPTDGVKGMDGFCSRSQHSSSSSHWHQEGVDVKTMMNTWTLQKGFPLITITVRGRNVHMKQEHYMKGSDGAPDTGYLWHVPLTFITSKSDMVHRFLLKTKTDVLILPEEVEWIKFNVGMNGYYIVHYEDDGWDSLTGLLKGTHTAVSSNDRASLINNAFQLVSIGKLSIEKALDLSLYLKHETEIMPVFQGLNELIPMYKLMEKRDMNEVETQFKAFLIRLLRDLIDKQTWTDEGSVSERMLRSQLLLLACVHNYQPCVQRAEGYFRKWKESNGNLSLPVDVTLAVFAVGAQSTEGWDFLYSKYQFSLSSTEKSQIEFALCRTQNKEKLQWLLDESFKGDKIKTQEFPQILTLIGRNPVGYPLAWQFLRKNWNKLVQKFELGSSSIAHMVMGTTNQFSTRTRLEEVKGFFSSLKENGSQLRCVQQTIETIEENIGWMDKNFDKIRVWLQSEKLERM
# Cneo AK release: Cryptococcus neoformans cell lysis inducers, primary screen, AK release luminescence, single concentration. C. neoformans lysis, adenylate kinase release luminescence, 4 h; normalised: neutral wells 0, clomiphene wells 100. lysis activity, % at 15 µM. 0.2% of 360,000 active;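 active means mean lysis activity across replicates of at least 80%, whatever share of replicates individually reach that level; inactive means mean lysis activity below 80%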
#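 Signal: Adenylate kinase release luminescence | Assay system: Log-phase Cryptococcus neoformans yeast cells | Input: Cells at 5 × 10^6 per mL | Buffer or medium: Fresh YPD growth medium | Compound: Single dose | Schedule: Static 4 h at 37 °C with compound, 1 h detection | Controls: Clomiphene | Read-out: Luminescence rise reflecting yeast cell lysis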
# PglD inh: C. jejuni PglD acetyltransferase inhibitors, primary screen, biochemical, DTNB colorimetric, single point; UDP-N-acetylbacillosamine N-acetyltransferase PglD (Campylobacter jejuni); inhibition, % at 12.5 µM; purified PglD enzyme, DTNB colorimetric CoA detection; 0.098% of 360,000 active; in the data active means inhibition above about 16%, passing the limit was not always enough; inconclusive means no clear call, values can overlap the other calls; further: strong numbers were not always called active
# RAD52 anneal inh: RAD52 DNA annealing inhibitors, primary screen, biochemical, FRET, single point, set 2 | recombinant RAD52 DNA annealing, FRET fluorescence | inhibition, % at 18.7 µM | DNA repair protein RAD52 homolog (Homo sapiens), P43351 | 0.46% of 360,000 active;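 active means every replicate showing at least 50% inhibition; inconclusive means mean inhibition at least 50% but not in every replicate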
# E-sel inducer: E-selectin induction in HUVECs, primary screen, imaging, HUVEC, immunofluorescence imaging, single point | 0.37% of 260,000 active | activation, % at 7.58 µM | P16581 | normalized: neutral wells 0, TNF-alpha wells 100;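 active means mean E-selectin-positive cell signal at least 10% of the positive control, reached in at least 60% of replicates, without over 20% cell loss; inconclusive means no rule given, readout overlaps actives, possibly toxicity-flagged; inactive means the rest, including those meeting only one limit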;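 further: in these data hits start at about 27%; measured in HUVEC primary endothelial cells; signal is the percent of cells scored E-selectin positive by PE staining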
#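 Material: HUVEC primary endothelial cells; Amount: 3,000 cells per well; Dosing: single concentration; Medium: EGM-2 growth medium on 0.1% gelatin-coated wells; Read-out basis: percent E-selectin-positive cells; Signal: immunofluorescence imaging; Control set: TNF-alpha, DMSO.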
# Active calls of the source: *; i = inactive; ? = inconclusive; . = no result given; & = joins results of further samples; [ ] = another dose, or the depositor's remark.
no.	molecule	RAD54 inh	miR122 inh	PGC1a acetyl inh	ERAP1 HTS inh	Cneo AK release	PglD inh	RAD52 anneal inh	E-sel inducer
1	CSC1=NC(C)(C)CC2(C)Nc3ccccc3N12 (stereo not given)	6	-24	.	-2	-3	-5	1	.
2	Cn1c(=O)c2c(nc(CN3CCCCC3)n2Cc2c(F)cccc2Cl)n(C)c1=O	2	5	7	3	-1	-2	-4	-2.2
3	Clc1ccc(-c2nc(N3CCOCC3)nc3ccccc23)cc1	3	-9	-8	5	5	1	-3	.
4	Cc1nc2cc(F)ccc2n1C1CCN(C(=O)c2c(F)cccc2F)CC1	.	.	0	2	.	.	-7	1.9
5	Cc1cc(C)nc(SCc2ccc(Br)cc2)n1	-5	-2	3	2	3	3	-4	.
6	O=C(Cc1cccnc1)N1CC2(C1)[C@@H](c1ccccc1)[C@@H](CO)N2C(=O)C1CCCC1	.	.	-8	0	.	.	-8	0.0
7	CN(/C(=N/S(=O)(=O)c1cccs1)c1ccccc1)c1ccc(O)cc1	-6	1	1	1	1	5	-2	-0.3
8	C[C@H]1CN([C@@H](C)CO)C(=O)c2cc(C3=CCCC3)cnc2O[C@H]1CN(C)C(=O)Nc1cccc(F)c1	5	-8[16.7 µM]	14	0	3	2	-3	0.0
9	O=C1CSC(c2cccnc2)N1C1CCCCC1 (stereo not given)	-10	-1	6	.	-1	1	.	.
10	CCOC(=O)c1sc(NC(=O)Nc2cccc(Cl)c2)cc1C	4	-5	-10	-1	-7	0	-8	.
11	Cc1cc(OCC(O)CN2CCN(c3ccccn3)CC2)cc(C)c1Cl (stereo not given)	-8	2	4	-1	2	-6	12	-0.1
12	CC1CC(C)CN(C(=O)c2ccc3nc[nH]c3c2)C1 (stereo not given)	-5	0	.	-6	4	2	-12	-0.4
13	CCOC(=O)c1ccc(N2CN=C3SCC(=O)N3C2)cc1	-1	-21	.	.	-3	0	.	.
14	N#Cc1cccc(-c2ccc3c(c2)[C@H]2[C@H](CCN2C(=O)c2ccc4c(c2)OCO4)[C@@H](CO)N3)c1	0	4[16.7 µM]	-2	-1	-9	2	-5	-0.2
15	O=C1ON=C(c2ccccc2)/C1=C\c1ccco1	-27	-2	5	2	-3	-1	i	0.0
16	O=C(CSc1nc2cccnc2n1Cc1ccccc1)N1CCCC1	1	14	4	.	1	-1	.	.
17	CC1=C(C(=O)N(C(C)C)C(C)C)CC(CC(=O)NC2CC2)C(=O)N1Cc1ccc(F)cc1 (stereo not given)	5	-1	3	-4	-1	1	3	0.9
18	COCCNC(=O)[C@H]1[C@H](CO)[C@H]2Cn3c(cccc3=O)[C@@H]1N2S(=O)(=O)c1ccccc1C	4	.	.	1	-2	-4	3	-0.1
19	CCOC(=O)C1=C(CS(=O)(=O)c2ccccc2)NC(=O)NC1c1ccccc1 (stereo not given)	-10	5	-38	.	-1	11	.	.
20	C[C@H]1CN([C@@H](C)CO)C(=O)c2cc(NC(=O)Cn3cnnn3)ccc2O[C@H]1CN(C)C(=O)NC1CCCCC1	2	0[16.7 µM]	5	-1	44	0	-19	.
21	O=C(Nc1ccccc1F)N1CCCCN2[C@H](C1)[C@@H](c1ccc(C#Cc3cccnc3)cc1)[C@@H]2CO	-4	-1[16.7 µM]	-7	0	-2	0	-26	-0.2
22	COc1ccc(C)cc1NC(=O)CN1CCN(S(=O)(=O)c2ccc3ccccc3c2)CC1	10	-7	6	2	-1	3	-17	.
23	O=C(CN1C(=O)CCSc2ccccc21)Nc1ccc(F)cc1	-21	0	1	.	-6	2	.	.
24	O=C(Cc1ccc(S(=O)(=O)N2CCOCC2)s1)Nc1ccccc1N1CCCC1	7	.	.	3	21	0	-4	-0.6
25	CCN(C(=O)CN1C(=O)CN(C)C1=O)c1cccc2ccccc12	-4	.	-11	-1	-1	-4	-2	0.2
26	Cc1ccc(N/C=C(\C2OC(=O)c3ccccc32)[N+](=O)[O-])c(C)c1 (stereo not given)	.	6	-10	1	.	.	-19	.
27	CNC(=O)C[C@@H]1CC[C@H]2[C@H](COc3ccc(NC(=O)Nc4cccc(Cl)c4)cc3C(=O)N2C)O1	-4	3[16.7 µM]	-3	0	-8	1	-9	0.1
28	C[C@@H]1CCCCO[C@@H](CN(C)S(=O)(=O)c2ccc(Cl)cc2)[C@@H](C)CN([C@@H](C)CO)C(=O)c2cc(NC(=O)Nc3cccc4ccccc34)ccc2O1	2	0[16.7 µM]	-9	-1	-1	0	9	0.1
29	CC(NC(=O)CNC(=O)c1ccco1)c1ccccc1 (stereo not given)	-3	2	1	-3	0	1	-12	.
30	COc1ccc(NC(=O)C[C@H]2C(=O)N(c3ccc(OC)cc3)C[C@@H]2C)cc1	.	-3	-5	0	.	.	-11	-1.0
31	C[C@@H]1CN([C@@H](C)CO)C(=O)c2c(c3ccccc3n2C)-c2ccccc2CO[C@@H]1CN(C)S(=O)(=O)c1cn(C)cn1	-2	.	-5	-5	-2	2	1	-4.2
32	S=c1[nH]cnc2scc(-c3ccc(Cl)cc3)c12	-10	-1	9	2	14	-7	-18	-0.2
33	O=C(C1=NNCC1c1ccc(Cl)cc1)C1CO1 (stereo not given)	6	11	-24	1	3	-2	-22	.
34	CCOC(=O)c1cn(CC)c2c(ccc3ccccc32)c1=O	-2	.	.	-1	-3	6	-13	.
35	COc1ccccc1S(=O)(=O)N[C@@H]1CC[C@H](CCNC(=O)C2CCC2)O[C@@H]1CO	-4	.	-1	5	-1	3	8	1.3
36	OC[C@@H]1CN(Cc2ccco2)C[C@H](n2cnc3c(Nc4ccccc4)ncnc32)O1	5	-1	2	1	0	2	-22	0.0
37	C[C@@H]1CN([C@H](C)CO)C(=O)c2cc(NC(=O)Nc3ccc(F)cc3)ccc2O[C@@H](C)CCCCO[C@H]1CN(C)S(=O)(=O)c1ccc(F)cc1	-3	-9[16.7 µM]	2	.	2	-4	.	0.7
38	Cc1cc(C(=O)O)c(S(C)(=O)=O)s1	-10	.	-11	.	1	2	.	.
39	CC(C)(C)c1ccc(OCC(=O)NCc2ccco2)cc1	-6	-10	.	.	-1	-2	.	.
40	COc1cccc(NC(=O)N[C@H]2C=C[C@@H](CC(=O)N3CCN(C)CC3)O[C@H]2CO)c1	7	.	4	1	-4	-4	-2	-1.5
41	CC(C)NC(=O)Nc1ccc2c(c1)C(=O)N([C@H](C)CO)C[C@@H](C)[C@H](CN(C)C(=O)CCC(F)(F)F)OCCCC[C@@H](C)O2	1	-7[16.7 µM]	-7	6	1	-2	-1	0.3
42	CCCC#Cc1ccc2c(c1)O[C@@H](CN(C)Cc1ccc3c(c1)OCO3)[C@H](C)CN([C@@H](C)CO)S2(=O)=O	8&10	18	-18&-13&-9	1&1&2	8&-2	4&2	-13&9&-10	0.0&-0.4
43	C=CCOc1ccc(/C=C/C(=O)OCC(=O)N(C)C2CCS(=O)(=O)C2)cc1 (stereo not given)	-7	.	2	4	3	2	-13	.
44	O=C(c1ccccn1)N1CC2(C1)[C@@H](c1ccccc1)[C@H](CO)N2C(=O)C1CCC1	.	.	0	3	.	.	-9	0.2
45	O=[N+]([O-])c1cc(C(F)(F)F)ccc1N1CCCNCC1	15	-2	5	2	13	-5	1	.
46	CCN1CCN(c2c(Cl)cccc2NC(=O)c2ccc3nsnc3c2)CC1	-3	0	-2	-3	0	8	-10	0.0
47	Cc1ccc(S(=O)(=O)Nc2ccc3c(c2)C(=O)N([C@@H](C)CO)C[C@H](C)[C@@H](CN(C)C(=O)Nc2c(C)noc2C)OCCCC[C@@H](C)O3)cc1	-1	6[16.7 µM]	-13	2	1	0	-2	.
48	CC(C)CCN1CCN(Cc2ccc(C(F)(F)F)cc2)CC1CCO (stereo not given)	.	7	.	0	.	.	-6	?
49	CN(C(=O)c1ccc(Br)cc1)C1CCS(=O)(=O)C1 (stereo not given)	-5	7	12	-2	0	4	-5	0.0
50	Cc1cc(OC(=O)c2cc(Cl)ccc2Cl)c([N+](=O)[O-])c(=O)[nH]1	-8	2	6	-4	3	-3	0	-0.2
51	CN1CCC(=NNC(=O)CN(c2cccc([N+](=O)[O-])c2)S(=O)(=O)c2ccccc2)CC1	6	5	-6	0	1	4	2	.
52	CN(CC(=O)Nc1ccc(Cl)c(C(F)(F)F)c1)C(=O)c1cccnc1Sc1ccccc1	-3	.	.	-3	25	0	-1	-0.3
53	N/C(=N\c1nc2c(c(=O)[nH]1)CCCC2)Nc1ccc(Oc2ccccc2)cc1	2	-3	.	-3	0	1	-14	.
54	CC(C)(C)OC(=O)N1CCCC1C(=O)NCCc1ccccc1 (stereo not given)	-8	4	2	.	-1	10	.	.
55	CC(C)c1ccc(/C=C/C(=O)NC2CCCCC2)cc1	-12	-3	-4	0	-1	6	-8	1.3
56	Clc1ccc(-c2cc3ccccc3nc2N2CCOCC2)cc1	.	-4	0	0	.	.	-5	.
57	CN(CC(=O)Nc1ccc(F)cc1)C(=O)COC(=O)c1ccccc1	2	-10	-9	3	-1	6	-7	0.3
58	O=S(=O)(NCC(c1cccnc1)N1CCN(Cc2ccccc2)CC1)c1ccc(F)cc1 (stereo not given)	8	.	0	-3	3	-4	-9	-0.2
59	Cc1nnc(NC(=O)CSc2nnc(CCNC(=O)c3ccccc3F)n2C)s1	-1	-8	-3	-2	0	-1	-11	.
60	CN1C(=O)c2cc(NC(=O)Nc3ccccc3F)ccc2OC[C@@H]2O[C@@H](CC(=O)NCCc3ccncc3)CC[C@@H]21	-10	10[16.7 µM]	-3	-1	1	-4	-3	0.2

# Further entries.
no.	molecule	RAD54 inh	miR122 inh	PGC1a acetyl inh	ERAP1 HTS inh	Cneo AK release	PglD inh	RAD52 anneal inh	E-sel inducer
61	COc1ccc(-n2nc3c(c2NC(=O)c2ccc(N4C(=O)CCC4=O)cc2)CSC3)cc1	.	.	2	0	.	.	-13	1.4
62	CC(C)n1c(O)c(N=NC(=O)CNC(=O)c2cccnc2)c2ccccc21	-3	-5	-2	-1	-1	3	-1	.
63	COc1cccc(C2=CC(=O)C[C@H](c3ccc(Cl)cc3)C2)c1OC	-8	-2	-5	-4	-2	2	-41	0.2
64	C[C@H](CO)N1C[C@H](C)[C@@H](CN(C)Cc2cccc(C(=O)O)c2)OCc2ccccc2-c2c(n(C)c3ccccc23)C1=O	-2	.	-16	.	1	3	-2	0.0
65	O=C(CC1CCCC1)N1CCCC(Nc2ccc(F)cc2)C1 (stereo not given)	9	0	.	2	2	-5	-2	-0.6
66	CC(=O)Nc1ccc(C(=O)Nc2ccc(S(=O)(=O)Nc3nccc(C)n3)cc2)cc1	8	-1	8	-2	-1	3	-12	?
67	Brc1cccc(CNn2cnnc2)c1	10	2	-8	0	4	-3	-7	8.7

# Compound activity as filed in PubChem BioAssay.
